Screening data from PubChem.
CendR NRP1 mod = modulators of CendR peptide binding to human neuropilin-1; O14786; FAM-RPARPAR peptide binding to NRP-1, fluorescence polarization; inhibition, % at 25 µM; hit rate 0.85% among 360,000; AID 602438;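 active means inhibition or corrected inhibition above about 18%, plus a signal ratio from 0.5 to 1.5, limit read from the data, passing the limit was not always enough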; further: strong numbers were not always called active
Scp1 inh = Scp-1 (human) phosphatase inhibition | Q9GZU7 | Recombinant Scp1, phosphopeptide, malachite green phosphate absorbance | inhibition, % at 20 µM | hit rate 0.88% among 340,000;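 active means inhibition above about 50% at 20 µM, limit read from the data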;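 further: plate controls were DMSO wells with enzyme for no effect and wells lacking enzyme for full effect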
Target sequence (Q9GZU7 76-261 limits assumed): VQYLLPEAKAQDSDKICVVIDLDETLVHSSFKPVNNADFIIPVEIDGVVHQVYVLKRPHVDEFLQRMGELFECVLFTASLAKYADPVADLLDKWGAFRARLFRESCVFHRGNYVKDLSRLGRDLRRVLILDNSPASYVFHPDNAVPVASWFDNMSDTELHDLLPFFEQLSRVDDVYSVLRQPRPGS
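System: SCP-1 catalytic domain; Reagent: Phospho 17-mer peptide substrate; Doses: one concentration, 20 µM, with 1.0% DMSO; Incubation: 45 min room-temperature reaction, 5 min colour, 30 min stabiliser; Signal: Phosphate-binding colour reagent, absorbance read at 630 nm.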
LMPTP inh = blocks human LMPTP phosphatase; inhibition, % at 20 µM; hit rate 0.22% among 360,000; recombinant LMPTP-A, OMFP fluorogenic substrate, fluorescence intensity; P24666;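 active means compounds that cut the enzyme signal by at least half of the control window in the single-dose screen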;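 further: plate controls were DMSO wells with enzyme plus substrate for no effect and substrate without enzyme for full effect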
Target sequence (P24666 whole entry, looked up): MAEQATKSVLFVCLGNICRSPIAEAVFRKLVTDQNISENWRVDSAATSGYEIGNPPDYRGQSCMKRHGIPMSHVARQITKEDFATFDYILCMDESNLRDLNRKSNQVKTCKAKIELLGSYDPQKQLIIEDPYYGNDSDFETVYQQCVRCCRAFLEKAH
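Test system: LMPTP-A phosphatase enzyme. Amount: LMPTP-A at 0.625 nM final in the reaction. Reagent: OMFP substrate, 400 µM final. Times: 50 min at room temperature. Signal: endpoint fluorescence intensity from OMFP dephosphorylation. Read-out basis: % inhibition. Benchmarks: no-enzyme and uninhibited controls.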
DNMT1 block = blocks human DNA methyltransferase DNMT1. P26358. DNMT1 molecular beacon, Hinp1I cleavage, fluorescence. inhibition (reported as % activation of signal), % at 10 µM. hit rate 0.83% among 360,000; in the data active means inhibition above about 50%
SUMO1-SIM PPI = alters human SUMO1 binding to SIM partners. inhibition, % at 20 µM. hit rate 0.33% among 360,000. SUMO1 binding to a labelled peptide, TR-FRET, 1 h. AID 602429. P63165; in the data active means inhibition above about 37%
Target sequence (P63165 whole entry, looked up): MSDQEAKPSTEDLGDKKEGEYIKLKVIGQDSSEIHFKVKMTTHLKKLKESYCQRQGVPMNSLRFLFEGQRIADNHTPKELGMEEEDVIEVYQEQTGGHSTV
bovine MsrA act = activators of bovine methionine sulfoxide reductase A | purified bovine MsrA, absorbance read-out | activation, % at 10.6 µM | hit rate 0.3% among 360,000 | AID 602163; in the data active means activation above about 7.5%;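 further: 0% = vehicle and 100% = reference activator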
eLon inh = inhibits E. coli Lon protease | P0A9M0 | purified E. coli Lon protease, fluorescence polarization | inhibition, % at 7.94 µM | hit rate 0.42% among 360,000 | AID 602123; in the data active means inhibition above about 13%, passing the limit was not always enough;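 further: 0% = enzyme with probe and DMSO and 100% = no enzyme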
MsrA inh = inhibits bovine methionine sulfoxide reductase A. AID 651718. hit rate 0.75% among 360,000. purified bovine MsrA, absorbance read-out. inhibition, % at 15.5 µM; in the data active means inhibition above about 4.5%;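 further: 0% = vehicle wells with enzyme and 100% = reference inhibitor wells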
STEP block = inhibitors of human striatal-enriched phosphatase STEP; P54829; recombinant STEP, OMFP fluorogenic substrate, fluorescence; inhibition, % at 20 µM; hit rate 0.25% among 360,000; AID 588621;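 active means inhibition at 20 µM, scaled per plate between control wells, above about 37%, limit read from the data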;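 further: 0% = DMSO with enzyme and substrate and 100% = substrate only without enzyme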
Target sequence (P54829 whole entry, looked up): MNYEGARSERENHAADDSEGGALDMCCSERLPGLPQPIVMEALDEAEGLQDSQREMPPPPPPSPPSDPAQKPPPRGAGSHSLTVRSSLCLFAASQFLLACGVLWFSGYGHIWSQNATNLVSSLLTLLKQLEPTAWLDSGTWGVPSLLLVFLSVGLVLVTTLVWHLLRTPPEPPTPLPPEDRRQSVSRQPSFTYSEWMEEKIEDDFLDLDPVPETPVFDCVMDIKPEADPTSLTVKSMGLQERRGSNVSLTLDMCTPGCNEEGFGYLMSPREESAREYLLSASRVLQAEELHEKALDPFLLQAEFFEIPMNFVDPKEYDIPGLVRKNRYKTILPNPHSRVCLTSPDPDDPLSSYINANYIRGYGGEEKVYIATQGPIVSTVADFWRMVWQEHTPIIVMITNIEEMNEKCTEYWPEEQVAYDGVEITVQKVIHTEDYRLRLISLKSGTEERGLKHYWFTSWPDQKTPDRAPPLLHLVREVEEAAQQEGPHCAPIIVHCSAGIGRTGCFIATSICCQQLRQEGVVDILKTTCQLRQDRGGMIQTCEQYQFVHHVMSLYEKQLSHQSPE
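Material: STEP (striatal-enriched tyrosine phosphatase) enzyme, cell-free; Compound dosing: 20 µM single dose in 1% DMSO; Technique: fluorescence read at 480 nm ex / 540 nm em; Times: reaction 20 min, ambient temperature; Medium: 50 mM Bis-Tris pH 6.0 with 2.5 mM DTT and 0.005% Tween 20; Also added: OMFP at 25 µM.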
TbMetRS inhib = Trypanosoma brucei MetRS inhibition. purified T. brucei MetRS, ATP depletion, Kinase-Glo luminescence. inhibition, % at 11.9 µM. hit rate 0.4% among 360,000. AID 624268;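 active means inhibition above a per-plate cutoff of the control wells' mean inhibition plus 3 SD, cut at about 5.5% in these data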;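 further: 0% = DMSO wells median and 100% = median of wells with control inhibitor compound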
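technique = Kinase-Glo luminescence, ATP depletion format | system = purified MetRS (methionyl-tRNA synthetase) enzyme from Trypanosoma brucei | timing = 15 min preincubation, 2 h reaction, all 25 °C | evaluation = percent inhibition versus plate control medians | dosing = single dose, 11.9 µM final nominal, 0.9% final DMSO | also added = substrates ATP, L-methionine and bulk Escherichia coli tRNA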
* hit, by the source's call; . = not tested or not shown.

Below each SMILES: MsrA inh, SUMO1-SIM PPI, DNMT1 block, bovine MsrA act, STEP block, CendR NRP1 mod, TbMetRS inhib, eLon inh, LMPTP inh, Scp1 inh
CN(C)S(=O)(=O)c1cccc(C(=O)Nc2cc(Cl)ccc2O)c1
  1.5, 31, -8, -4, -2, 8, -0.4, -13, -1.3, -10
CCn1c(=O)cc(O)c2c(=O)n(C)c(=O)n(C)c21
  -0.6, 0, 1, -5, 2, -16, -0.2, -3, 0.5, -7
COc1ccc(NC(=O)CCC(=O)NCc2ccco2)c([N+](=O)[O-])c1
  0.1, -19, -3, 0, 1, 0, -0.3, -9, -1.9, -2
CCOC(=O)N1CCN(S(=O)(=O)c2ccc(F)c(C(=O)Nc3ccc(C(C)C)cc3)c2)CC1
  -0.1, -1, -6, 0, 0, 3, 0.3, 7, 1.2, -5
NC(=O)CCCc1nc(-c2ccccc2Cl)no1
  0.1, -2, -5, -3, -4, -11, 0.0, -3, -2.2, 0
O=C1CCC[C@@H]2CC(Nc3ccc(F)cc3F)C[C@@H]3CCN1[C@H]23 (some centres undefined)
  1.2, 4, 8, -7, -1, 2, -2.2, -4, -1.5, 1
O=c1cc(-c2ccccc2)[nH]c2nc3ccccc3n12
  1.6, 1, 2, -1, 4, 4, -0.8, 11, 1.0, 4
CN(Cc1ccccc1)C(=O)COC(=O)c1cc(S(=O)(=O)N(C)C)ccc1N1CCCC1
  0.4, -1, -2, -3, -3, -16, 0.1, -11, 1.1, 8
Cc1ccc(NC(=O)c2cc(-n3cnnc3)ccc2Cl)c(C)c1
  0.0, 1, 0, -4, -4, 4, 0.3, 11, -0.8, -3
CCCCCCCCCCCCCCCC[N+](C)(C)Cc1ccc(F)cc1
  -2.1, -68, -55, 0, 5, 13, -0.5, -3, 1.9, 21
COc1ccc(OCC(=O)N/N=C(\C)CC(=O)Nc2ccc(NC(C)=O)cc2)cc1
  2.0, -6, -1, -4, -1, -14, -0.3, -6, 0.3, -7
C=CCN(c1ccccc1)S(=O)(=O)c1c(C)[nH]c(=O)[nH]c1=O
  -1.5, 0, 2, 1, 1, -12, -1.1, 3, -1.2, -1
COc1ccc(CCNC(=O)c2ccc3nc4cc(Cl)ccc4c(=O)n3c2)cc1OC
  -0.2, -18, 8, -1, 4, 1, 1.2, -6, 0.2, -7
CCc1ccc(NC(=O)C(=O)NCCN2CCN(S(=O)(=O)c3ccccc3)CC2)cc1
  2.3, 2, 4, -2, -1, 16, -0.4, 0, -1.4, -5
Cc1cc(NC(=O)Nc2ccccc2)n(-c2ccccc2)n1
  -0.9, 1, -1, -1, 1, 0, 0.8, -1, -2.2, 0
COc1ccccc1NS(=O)(=O)c1cc(C(=O)NCC2CCCO2)ccc1C (centres undefined)
  -1.0, -24, 6, -4, -1, -8, -0.3, 10, -10, -8
COc1ccc(-n2cc(-c3ccccc3)[nH]c2=S)cc1
  0.3, -1, 0, -6, 0, 0, -0.4, -13, -1.1, 8
Cc1ccc(C(=O)c2ccccc2C(=O)OCC(=O)Nc2ccc(SC(F)F)cc2)cc1
  0.8, 0, -4, -1, 0, -15, -1.0, 2, 5.1, -16
O=C(NS(=O)(=O)c1ccccc1)c1ccccc1F
  0.3, 3, 1, 0, 2, 2, 0.2, -4, 1.2, -1
Cc1ccc(C(=O)OCC(=O)N(C)C2CCS(=O)(=O)C2)cc1S(=O)(=O)N1CCCCC1 (centres undefined)
  -0.7, -3, 0, -2, -2, -6, -0.5, -18, -0.1, -3
C[C@@H]1CN([C@H](C)CO)C(=O)CCCn2nncc2CO[C@@H]1CN(C)C(=O)OCc1ccccc1
  0.4, 0, 2, -11, 0, -14, -1.2, -12, 0.9, .
FC(F)(F)c1cccc(NC(=S)NCc2ccc(Cl)cc2)c1
  -1.6, 2, -5, -4, -2, 0, 0.0, -4, 0.7, -5
O=C(c1ccccc1)c1cccc(C(=O)c2ccccc2)c1
  ., 3, -6, -2, 2, -16, -0.2, -5, 1.1, -12
CCOC(=O)c1ccccc1NC(=O)C1CSC2(C)CCC(=O)N12 (centres undefined)
  -1.2, -21, 0, -9, -4, -5, -0.4, -2, 4.1, -5
COc1ccc(NC(=O)N(C)C[C@H]2OCc3cnnn3CCCC(=O)N([C@@H](C)CO)C[C@H]2C)cc1
  -1.1, 2, -3, 1, 0, 9, -0.1, -10, -1.6, .
COc1cc(CCCN2CCNC[C@@H]2c2ccccc2)cc(OC)c1OC
  0.5, -5, 1, -12, 0, -6, -0.5, -5, -1.3, 8
CCOC(=O)n1c(=O)n(Cc2cccc(C)c2)c2ccccc21
  1.4, 2, 0, 0, 0, 8, -0.1, 10, 0.2, -4
COc1ccc(Cn2c(-c3ccco3)nc3oc4ccccc4c(=O)c3c2=O)cc1
  -0.6, -5, 2, -2, -2, 0, 0.2, 4, 3.6, 33
CCC(C)c1ccc(NC(=O)CN(C)CC(=O)Nc2cccc(OC)c2)cc1 (centres undefined)
  1.4, -1, 0, -2, 1, 5, -0.1, -2, 0.0, 26
COc1ccc(CNC(=O)c2sc(=O)n(Cc3ccc(C)cc3)c2C)cc1
  -0.5, 1, -5, -4, 4, 4, -0.4, 3, 0.7, .
CCCc1nnc(SCc2ccc(C(=O)OC)o2)n1N
  0.3, 0, 0, 0, -4, -8, 0.3, 2, -0.7, 3
O=c1c2ccccc2sn1-c1ccc(S(=O)(=O)N2CCCC2)cc1
  -1.5, 9, -2, 6, 7, -5, 0.1, 6, -0.5, 35
CCOC(=O)N1CCN(S(=O)(=O)c2ccc(C(=O)N(CCN(CC)CC)c3nc4c(C)cccc4s3)cc2)CC1
  1.2, 1, -3, 0, -2, -6, 0.0, -2, -0.1, 1
CCc1nnc(NC(=O)NC(C)(C)C)s1
  0.6, -2, -8, 1, -1, 15, -0.6, 0, -1.3, 6
CCn1cc(S(=O)(=O)NCc2ccc(OC)cc2)cn1
  -0.9, 1, -2, -7, 0, 7, -0.6, -5, -0.8, -1
O=C(NCCc1ccccn1)c1c(-c2ccsc2)sc2ccccc12
  0.0, -9, 2, -14, 0, -10, -0.7, -6, -0.7, 100*
Cc1onc(-c2ccccc2)c1C(=O)NN1CCOCC1
  -0.7, -4, 3, -5, -1, 4, -0.3, -5, -0.7, -5
CC(OC(=O)CC1CCCC1)C(=O)Nc1ccc(S(N)(=O)=O)cc1 (centres undefined)
  0.8, 7, -1, -2, 2, -6, -0.3, -5, -1.1, -7
Cc1sc2ncnc(N(C)CCc3ccccn3)c2c1C
  -0.6, 1, -1, -6, 1, -6, -0.4, -8, 0.0, -6
COc1ccc(-c2nnc3n2N=C(C)CS3)cc1OC
  -0.7, -2, -2, -6, -4, -7, -0.5, -11, -0.7, -2
CCCCNc1c(-c2ccc(Sc3ccc(OC)cc3)cc2)nc2cc(C)ccn12
  2.4, -1, -11, -3, 6, -11, -0.4, 4, 18, 14
Cc1ccc(C(=O)CCC(=O)N2CCN(C(=O)c3ccco3)CC2)cc1
  1.0, -2, 1, -11, 1, -6, -0.9, -3, -0.2, 5
CCOc1ccc(NC(=O)Cn2nnc(C(=O)NCc3ccc(OC)cc3)c2N)cc1
  1.1, 4, 9, -2, -3, 2, -0.4, 2, 0.5, -4
COc1ccc(/C=C2/C(=O)N(c3ccccc3)N=C2C)c(OC)c1
  1.2, 1, -4, -2, 0, 3, -1.4, -6, 2.8, -1
Cc1c(C(=O)Nc2cccc(S(=O)(=O)N3CCCC3)c2)oc2ccccc12
  0.7, 4, 4, -3, -1, -11, -0.8, 3, 2.5, -15
O=C(CN1C(=O)CCSc2ccccc21)Nc1cccc(F)c1
  -0.1, 0, 1, -1, -1, -12, -0.7, 0, -1.1, 0
Cc1ccc(C(=O)NCC(=O)OCC(=O)N2CC(C)OC(C)C2)cc1 (centres undefined)
  -1.6, -1, 2, -2, 0, -6, -0.3, -11, -1.3, 2
COc1ccc2[nH]c(CN3CCC(n4nccc4NC(=O)C4CC4)CC3)c(C)c2c1
  1.1, -1, 1, -7, -1, 2, -0.3, 1, -0.5, -11
N#Cc1ccc(NC(=O)c2nc(-c3ccccc3)n(-c3ccccc3)n2)cc1
  -0.3, -3, -2, 1, -7, 10, -0.4, -1, 3.0, -11
COc1ccc(CCNC(=O)CN2CCC(n3nnc4cc(F)ccc43)CC2)cc1OC
  -0.1, 2, 2, -2, 2, 15, 0.6, -4, -0.7, -12

The last 2 entries of the part before come first, to join the parts.
Below each SMILES: MsrA inh, SUMO1-SIM PPI, DNMT1 block, bovine MsrA act, STEP block, CendR NRP1 mod, TbMetRS inhib, eLon inh, LMPTP inh, Scp1 inh
N#Cc1ccc(NC(=O)c2nc(-c3ccccc3)n(-c3ccccc3)n2)cc1
  -0.3, -3, -2, 1, -7, 10, -0.4, -1, 3.0, -11
COc1ccc(CCNC(=O)CN2CCC(n3nnc4cc(F)ccc43)CC2)cc1OC
  -0.1, 2, 2, -2, 2, 15, 0.6, -4, -0.7, -12
CN(C)C(=O)COC(=O)c1cccc(S(=O)(=O)N2CC3(C)CC2CC(C)(C)C3)c1 (centres undefined)
  -0.3, 0, 0, -4, 2, 10, -0.4, -3, -0.4, -2
Cc1ccc(OCCCN2CCC(C(O)(c3ccccc3)c3ccccc3)CC2)cc1
  -0.2, -11, ., -7, ., 5, -1.4, -1, -0.3, .
COc1ccc(/C=N/NC(=O)c2cccc(NC(=O)c3ccccc3Cl)c2)cc1
  2.1, -7, -5, 6, 0, 1, -0.1, 1, 0.0, -10
O=C(O)Cn1ccc2cc(S(=O)(=O)N3CCCCC3)ccc21
  0.7, -3, 3, -7, 3, -18, -0.1, -3, 1.6, .
O=C(NNC(=O)c1ccncc1)Nc1cccc(C(F)(F)F)c1
  -0.4, -4, 1, -2, -1, -6, 0.5, 0, 0.4, -5
COc1ccc(NC(=O)CSc2nc3c(cc2C#N)CN(C)CC3)cc1
  -0.2, -8, 71*, 3, 3, 3, 0.2, -9, 21, 6
CN(Cc1ccccc1)C(=O)CCS(=O)(=O)c1ccc2c(c1)n(C)c(=O)c(=O)n2C
  0.7, 7, 1, -11, -3, 2, -1.3, 2, -1.9, -6
Cc1csc(=O)n1CC(=O)OC(C)C(=O)Nc1ccc(N(C)C)cc1 (centres undefined)
  0.3, 2, -3, 0, 1, 16, -0.7, -1, 1.3, 3
Cn1c(=O)c2c(nc(SCc3ccc(F)cc3)n2C)n(C)c1=O
  -1.3, 7, 1, -3, -1, -6, 0.0, 2, -0.5, -10
CC(C(=O)NCC1CCCCC1)N(C)CC(=O)Nc1ccc(N2CCOCC2)cc1 (centres undefined)
  1.0, 1, 2, -2, -2, 4, 0.5, -1, -0.1, -7
C[C@H](CO)N1C[C@H](C)[C@@H](CN(C)C(=O)Nc2ccc3c(c2)OCO3)Oc2c(cccc2N(C)C)C1=O
  0.5, 1, 2, 1, -2, -7, -0.2, 0, -0.7, 39
COc1ccc(-c2ccnc3c(C#N)cnn23)cc1
  2.1, -14, -1, -9, -1, 14, -1.3, 0, -0.8, 7
